From PubChem BioAssay
LEDGF integ inh = blocks HIV-1 LEDGF/p75-dependent DNA integration; inhibition, % at 3.7 µM; 370,000 compounds, 0.64% hits; TR-FRET IN-LEDGF/p75 DNA integration, Eu/Cy5;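 active = inhibition above the screen-wide mean plus 3 SD, cut at about 13% in these data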;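 also: signal is the Cy5 over europium emission ratio at 671 and 618 nm; 0% = plate median of compound wells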
rCAG RNA binder = r(CAG) repeat RNA binding; TO-PRO-1 dye displacement fluorescence; inhibition, % at 3 µM; 370,000 compounds, 1.3% hits; AID 651821;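 active = inhibition above the plate cutoff, the mean of all test compounds on that plate plus 3 SD, cut at about 35% in these data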;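 also: 0% = DMSO alone and 100% = 100 µM mitoxantrone as full dye displacement; higher means more dye released from RNA so lower well fluorescence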
SIAE primary = human SIAE inhibition, primary screen; Q9HAT2; SIAE FP-Rh probe binding, fluorescence polarization; inhibition, % at 9.66 µM; 370,000 compounds, 0.69% hits; AID 1053197;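 active = inhibition above a cutoff: mean of compounds within the control limits plus 3 SD of those, cut at about 17% in these data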;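 also: 0% = plate median of compound wells and 100% = probe without SIAE protein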
PRMT1 inh = blocks human protein arginine methyltransferase 1. Q99873. recombinant PRMT1, activity-based probe fluorescence polarization. inhibition, % at 2.79 µM. 370,000 compounds, 1.3% hits. AID 652257;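 active = inhibition above about 21% made by adding two undisclosed values, limit read from the data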
Rev-erbA mod = Rev-erb alpha (human) modulation; P20393; Rev-erbα–FITC-DNA binding, fluorescence polarization, 90 min; activity, % at 10 µM; 370,000 compounds, 0.79% hits; AID 1259318;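 active = activity above about 14%, limit read from the data; passing the limit was not always enough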;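 also: 0% = DMSO wells with 35 nM protein and 100% = DMSO wells with 750 nM protein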
ABHD4 inh = ABHD4 (mouse) inhibition, primary FP screen; purified mABHD4, FP-Rh probe fluorescence polarization; Q8VD66; inhibition, % at 8.92 µM; 370,000 compounds, 0.54% hits; AID 720543;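 active = inhibition exceeding the mean over every tested compound plus 3 SD, cut at about 30% in these data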;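 also: 0% = plate median of compound wells and 100% = S159A mutant with DMSO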
Target sequence (Q8VD66 whole entry, looked up): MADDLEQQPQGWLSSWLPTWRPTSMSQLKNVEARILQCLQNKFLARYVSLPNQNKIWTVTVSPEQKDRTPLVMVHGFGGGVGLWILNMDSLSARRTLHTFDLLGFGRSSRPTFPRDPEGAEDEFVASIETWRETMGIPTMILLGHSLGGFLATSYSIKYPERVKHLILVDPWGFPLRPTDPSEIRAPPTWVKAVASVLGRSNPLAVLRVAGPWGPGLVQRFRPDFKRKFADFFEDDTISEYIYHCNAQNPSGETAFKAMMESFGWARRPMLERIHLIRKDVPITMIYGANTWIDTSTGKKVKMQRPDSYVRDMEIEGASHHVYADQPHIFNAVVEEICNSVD
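System: mouse ABHD4 enzyme, wild type / Medium: HEPES pH 7.0, NaCl, Pluronic buffer / Reagent: FP-Rh activity-based fluorescent probe / Control set: S159A mutant high control, sample median low control / Detection: fluorescence polarization with parallel and perpendicular emission, 525/598 nm / Schedule: 45 min + 60 min at 25 °C / Compound dosing: 8.92 µM, single dose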
TDP2 inh = TDP2 (human) inhibition, absorbance primary screen; recombinant TDP2, T5PNP hydrolysis, p-nitrophenol absorbance 415 nm; inhibition, % at 12.8 µM; 370,000 compounds, 0.34% hits;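 active = inhibition above the mean of all tested compounds plus 3 SD, set per campaign, cut at about 25% in these data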;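 also: 0% = DMSO with enzyme and 100% = buffer with substrate but no TDP2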
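System – recombinant human TDP2 · Amount – 120 nM TDP2 per well · Buffer or medium – Mg2+-containing Tris-HCl buffer, pH 7.5 · Reagent – T5PNP substrate, 5 mM · Dosing – 12.8 µM single point, 1% DMSO · Incubation – 2 h at 37 °C · Measured by – epi absorbance · Read-out basis – percent inhibition · Benchmarks – high control without enzyme, low control DMSO plus TDP2 · Repeats – singlicate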
HTRA1 inhibitor = blocks human HTRA1 serine peptidase; Q92743; recombinant HTRA1, FP-rhodamine activity-based probe, fluorescence polarization; inhibition, % at 5.96 µM; 340,000 compounds, 0.5% hits; AID 504803; in the data active = inhibition above about 36%;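 also: 0% = enzyme with DMSO and 100% = wells lacking enzyme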
Target sequence (Q92743 whole entry, looked up): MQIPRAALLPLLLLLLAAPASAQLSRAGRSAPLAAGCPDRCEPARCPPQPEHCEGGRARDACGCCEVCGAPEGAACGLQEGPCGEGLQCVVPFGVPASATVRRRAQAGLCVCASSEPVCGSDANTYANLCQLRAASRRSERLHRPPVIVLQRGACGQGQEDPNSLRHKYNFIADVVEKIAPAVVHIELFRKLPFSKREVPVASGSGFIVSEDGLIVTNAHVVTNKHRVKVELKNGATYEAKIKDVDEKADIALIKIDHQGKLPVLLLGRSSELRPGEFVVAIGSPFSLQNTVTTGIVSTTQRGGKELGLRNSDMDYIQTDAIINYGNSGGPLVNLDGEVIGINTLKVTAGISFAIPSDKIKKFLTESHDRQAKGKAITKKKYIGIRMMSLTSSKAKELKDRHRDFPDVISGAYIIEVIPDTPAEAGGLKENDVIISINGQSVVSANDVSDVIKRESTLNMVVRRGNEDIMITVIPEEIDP
PG9 binder = PG9 antibody binding by small molecule. TR-FRET gp120-PG9 antibody binding. inhibition, % at 6.7 µM. 360,000 compounds, 0.43% hits. AID 624416; in the data active = inhibition above about 8.5%
TCR-CD3 inh = human TCR-CD3 binding inhibition | TAMRA-labeled TCR probe fluorescence, biochemical | 360,000 compounds, 0.37% hits | inhibition, % at 9.4 µM; in the data active = inhibition above about 19%;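 also: recombinant mutant TCR 2C K166C tagged with TAMRA read by polarization; 0% = receptor in buffer alone and 100% = receptor with positive control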
Numbers without * were called inactive; · = not tested or not shown; & = joins results of further samples.

SMILES	LEDGF integ inh	rCAG RNA binder	SIAE primary	PRMT1 inh	Rev-erbA mod	ABHD4 inh	TDP2 inh	HTRA1 inhibitor	PG9 binder	TCR-CD3 inh
Cn1c(=O)c2c(nc(Br)n2CC(=O)C23CC4CC(CC(C4)C2)C3)n(C)c1=O	0.4	-2.7	1.9	-4.6	-2.1	0.0	-1.6	1.6	3.2	5.9
O=C(Cc1nc(-c2ccc(Br)s2)cs1)NCCN1CCOCC1	3.9	6.6	2.0	-1.1	4.4	5.3	2.4	-4.1	0.3	-6.2
Cc1ccc(C(=O)Nc2cccc(C(F)(F)F)c2)cc1Nc1cncnc1	-12.6&1.1	0.8&1.9	6.8&-5.1	-0.4&0.0	-4.5&-3.6	-9.6&-10.0	4.6&0.1	-25.4&-35.0	-2.9&-2.3	-5.2&1.3
CC1CCCN(c2nc(-c3cccnc3)nc3scc(-c4ccccc4)c23)C1 (configuration not stated)	-1.0	4.3	-6.7	-3.7	2.1	-2.3	-9.0	-25.3	-0.3	8.2
O=C(COC(=O)CCCN1C(=O)c2cccc3cccc(c23)C1=O)Nc1cccc(C(F)(F)F)c1	0.4	0.4	-3.1	2.8	15.4	-2.1	-4.4	-40.5	-0.3	3.0
Cc1ccccc1-c1nnc(-c2cccc3ccccc23)o1	-2.4	-0.5	-0.6	2.9	4.8	-0.9	-3.2	-8.2	1.9	-4.3
CCCCNC(=O)CSc1nc2ccc(N3CCOCC3)cc2c(=O)n1Cc1ccc(OC)cc1	0.9	3.7	15.1	-0.8	-4.3	3.6	6.5	-3.0	-0.6	1.9
CCN(CC)C(=O)Cn1nc(-c2ccc(Cl)cc2)c2ccccc2c1=O	4.7	-6.4	4.4	0.0	5.6	-6.2	-13.1	-2.0	-1.4	5.0
Cc1cc(=O)oc(C)c1C(=O)N[C@@H](Cc1ccccc1)C(=O)O	-0.1	0.7	-1.5	-1.7	-2.2	0.8	6.4	1.5	-0.6	1.4
Cc1ccc(S(=O)(=O)C2(C(=O)NCc3ccccc3Cl)CC2)cc1	1.2	-3.4	-2.2	-1.6	-2.3	0.1	0.1	4.6	1.2	7.4
CC(C)CNC(=O)C1(C)CCCN1Cc1ccc(OC(F)(F)F)cc1 (configuration not stated)	-1.7	-2.1	-2.4	-0.1	-3.2	0.4	-10.8	·	-0.8	0.5
CCOC(=O)C1(C)CCCN1C(=O)c1c(F)cccc1F (configuration not stated)	0.1	1.0	4.0	-2.0	-12.8	0.7	6.9	·	0.0	-4.5
CC(C)CN(C(=O)CCC(=O)OCc1ccc(Cl)cc1Cl)c1c(N)n(CC(C)C)c(=O)[nH]c1=O	-0.1	-6.0	0.6	3.9	4.5	5.0	3.0	-1.7	-0.5	-2.6
COc1ccccc1N1CCN(S(=O)(=O)c2ccc3c(c2)CCC(=O)N3)CC1	0.9	4.3	0.7	1.4	0.9	2.7	-1.3	·	·	·
CCN1CCN(Cc2ccc(NC(=O)c3cc(NC(=O)c4cnnc5ccccc45)cc(OC)c3)cc2C(F)(F)F)CC1	-7.7&-1.2	5.9&4.5	-3.4&-5.3	-9.3&-0.2	-3.7&-5.4	-9.4&-10.6	-0.6&2.9	-74.4&-50.7	1.3&-9.0	5.2&-4.0
COc1ccc(NS(=O)(=O)c2ccc(N3CCCCC3)c(N)c2)cc1	-8.0	9.5	6.4	5.0	1.6	7.4	-7.0	-7.1	1.9	3.0
O=C(Nc1ccccc1Cl)N1CCSc2ccccc21	-3.4	0.8	2.3	5.2	7.3	-5.5	3.0	-2.5	-1.6	-7.5
COc1cc(/C=C/C(=O)c2ccc3c(c2)OCCO3)cc(OC)c1OC	1.1	3.6	2.6	-0.1	-2.3	-5.0	-3.5	3.4	0.0	-1.0
O=C(NN1CCN(Cc2ccccc2)CC1)c1ccc(N2CCOCC2)c([N+](=O)[O-])c1	3.2	-10.3	-6.0	-3.0	-0.1	2.6	-8.5	4.2	-2.5	-1.7
FC(F)(F)c1ccc(NC(=S)NCc2ccccc2)cc1	1.1	0.6	0.7	1.8	7.3	-13.1	4.4	-12.1	-2.5	3.1
CN(C)C(=O)c1ccc2c3c(cccc13)CC2	-1.2	-2.1	-4.2	-3.6	-4.7	4.5	4.7	0.0	-0.8	4.9
O=C(CCS(=O)(=O)c1ccccc1Cl)Nc1ccc(S(=O)(=O)Nc2ncccn2)cc1	0.9	2.2	-0.8	-1.8	0.5	2.4	1.2	3.2	1.4	7.0
CC(C(=O)NC1=NCCS1)N1C(=O)C2CC=CCC2C1=O (configuration not stated)	-1.5	3.1	0.7	1.7	4.4	-2.6	-5.5	0.4	-2.0	0.8
O=C1/C(=C/c2ccc(S(=O)(=O)O)cc2S(=O)(=O)O)CCc2ccccc21	-2.1	0.4	0.1	0.6	3.3	0.6	-3.3	·	-2.2	6.6
COc1cccc(C2/C(=C(/O)c3ccc4c(c3)OCO4)C(=O)C(=O)N2CCN2CCOCC2)c1 (configuration not stated)	1.7	5.8	2.0	-0.2	-1.2	7.7	18.5	-4.0	21.1*	-5.3
Cc1ccccc1S(=O)(=O)NC(=NCc1ccc(F)cc1)c1ccccc1	1.5	1.1	-5.4	-2.1	1.8	-3.5	-15.9	-6.0	-1.7	-0.1
O=C(NCc1ccccn1)c1ccc2nc(C3CCCCC3)oc2c1	0.5	-4.5	0.2	-1.8	-1.2	6.5	12.0	1.0	0.6	-7.0
Cc1nc2ccc(NC(=O)COc3ccccc3C)cc2s1	-2.5	-1.1	-2.4	5.4	5.6	1.0	3.5	-4.9	0.6	1.7
Cc1ccc(S(=O)(=O)N2CCC[C@H]2C(=O)OC(C)C(=O)Nc2ncc(Cl)cc2Cl)cc1 (some centres not stated)	-1.2	-2.8	-1.6	2.9	0.1	2.5	-11.2	-2.8	-0.6	0.1
O=C(COc1ccccc1C(=O)Nc1ccccc1)NCCc1ccccc1	1.1	-2.7	-2.8	-1.9	1.2	-3.9	5.6	-16.4	-1.4	-7.6
Cc1ccc2nc(NCCCNC(=O)c3cnccn3)c(C#N)cc2c1	5.4	-1.7	-1.0	0.6	4.3	4.0	2.5	-1.3	0.3	-0.6
COc1ccc(CNC(=O)[C@@H](NC(=O)C2CCN(S(=O)(=O)c3ccc(C)cc3)CC2)C(C)C)cc1OC	2.2	-1.6	-1.9	-1.0	9.9	-3.8	2.6	6.5	0.3	-6.2
COc1ccc(C(=O)COC(=O)/C=C/c2ccccc2)c(OC)c1	1.1	23.2	-3.4	-1.1	-6.6	-5.4	-1.5	-20.1	-0.8	4.4
CC(Nc1ccc([N+](=O)[O-])cc1[N+](=O)[O-])c1ccccc1 (configuration not stated)	-0.1	6.1	3.5	-2.6	1.4	4.3	-3.9	-14.9	-0.8	4.1
O=C(NC(=O)N1CCCCC1)c1ccccc1	-1.9	0.0	14.8	-0.4	2.1	-3.5	7.2	-0.9	1.3	-2.6
CCN(CC(=O)Nc1cc(C)c(Cl)cc1OC)CC(=O)NC1CCS(=O)(=O)C1 (configuration not stated)	-2.1	-4.2	-2.0	-0.3	6.5	6.6	6.9	-0.6	0.6	-6.6
Brc1cc(Br)c2nc(-c3cccs3)ccc2c1	-1.5	4.1	-2.7	1.6	15.7	-5.9	-11.5	-5.0	6.4	-6.0
Cc1ccc2[nH]c(C(=O)N3CCN(C=O)CC3)cc2c1	5.7	3.5	2.8	-0.7	-3.5	-6.9	-9.6	-2.2	-0.3	-4.0
Cc1cc(Cl)c2oc(C(=O)NCCN3CCOC3=O)c(C)c2c1	-0.9	-2.4	3.0	-4.1	-4.5	-1.0	4.2	-5.5	-0.6	1.4
COc1ccc(CCNc2nc(-c3ccc(NC(C)=O)cc3)cs2)cc1OC	-1.4	4.2	-1.8	1.3	7.6	-3.4	0.1	2.5	0.1	0.1
Cc1ccc(S(=O)(=O)N(CC(=O)Nc2ccc(F)cc2)C(=O)N2CCN(C)CC2)cc1	-3.0	1.9	4.2	-0.5	-0.6	1.5	-0.3	3.7	1.9	0.3
Cc1ccc(NC(=O)NNC(=O)C2CCN(Cc3ccc(F)cc3Cl)CC2)cc1	0.5	-4.5	2.4	-1.8	3.5	-3.5	2.0	6.5	-1.3	4.2
O=C(CN1C(=O)c2ccccc2C1=O)N1CCN(S(=O)(=O)c2ccccc2)CC1	-3.5	-2.3	0.8	5.6	-5.6	-1.6	-2.8	2.5	-2.2	-0.2
COc1ccccc1-c1nnc(SCC(=O)Nc2ccc(Cl)cc2Cl)o1	-2.5	9.4	-8.3	-2.2	3.2	-3.5	4.7	-12.0	-1.3	-3.0
COc1ccccc1NC(=O)COc1ccc2ccccc2c1	3.4	-1.5	-14.0	-2.6	0.7	-11.5	-10.7	-30.3	-0.5	8.4
CC(C)(C)c1ccc(CC(=O)N2CCC2(C)C(=O)NS(=O)(=O)c2ccc(C#N)cc2)cc1 (configuration not stated)	-0.3	25.6	-2.8	-2.0	-6.2	7.6	-7.4	·	-0.1	7.6
O=c1[nH]nc(-c2ccccc2)cc1-c1ccccc1	-0.1	-3.0	-4.0	-2.6	1.5	-5.9	9.3	-3.2	0.2	1.4
CC(=O)NC(Cc1c[nH]c2ccccc12)C(=O)N1CCN(S(=O)(=O)c2ccccc2)CC1 (configuration not stated)	1.7	0.2	-4.7	-1.9	4.7	2.8	5.0	4.7	-2.8	2.0
CC1(C(=O)NS(=O)(=O)c2cccc(OC(F)F)c2)CCN1C(=O)Cc1cccs1 (configuration not stated)	-0.8	5.8	12.3	1.4	-5.5	1.5	6.1	·	0.2	0.8
CCC(C)(C)NC(=O)C(c1ccc(O)cc1)N(Cc1ccco1)C(=O)CCC(=O)Nc1ccccn1 (configuration not stated)	-1.8	1.0	1.0	-2.6	-4.0	-2.0	15.2	3.8	-2.2	2.3
Cc1ccc(-c2cc(=O)c3ccccc3[nH]2)cc1	1.2	0.9	-3.0	-1.3	-2.4	5.5	-0.9	-0.2	0.4	-2.9
CC(=O)c1ccc(S(=O)(=O)N2CCN(C(=O)c3ccc(-n4cncn4)c([N+](=O)[O-])c3)CC2)cc1	2.5	2.4	2.7	-2.5	-1.6	-1.7	-1.2	3.7	-0.9	6.3

Three compounds already listed, ordered by the number in PG9 binder, lowest first.
mol,PG9 binder
CCC(C)(C)NC(=O)C(c1ccc(O)cc1)N(Cc1ccco1)C(=O)CCC(=O)Nc1ccccn1 (configuration not stated),-2.2
COc1ccccc1NC(=O)COc1ccc2ccccc2c1,-0.5
CC(C)(C)c1ccc(CC(=O)N2CCC2(C)C(=O)NS(=O)(=O)c2ccc(C#N)cc2)cc1 (configuration not stated),-0.1

Some of the compounds tested. The share of hits here may be higher or lower than overall.
